High-throughput results (PubChem)
ADAM17 inh: ADAM17 inhibition, QFRET primary screen; P78536; recombinant ADAM17, EDANS/DABCYL FRET peptide cleavage; inhibition, % at 6.95 µM; 370,000 tested, 0.83% active; AID 720648;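 active = inhibition above the mean of compounds lying between control limits plus 3 SD, set per campaign, cut at about 8.5% in these data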;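 also: 0% = DMSO-only wells as the low control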
ARFGAP1 inh: rat ARFGAP1 inhibition | Q62848 | inhibition, % at 16.5 µM | 360,000 tested, 0.26% active | Arfgap1-stimulated ARF1 GTP hydrolysis, GDP FP detection | AID 651572;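 active = inhibition above a per-plate limit, mean inhibition of low control wells plus 3 SD, cut at about 25% in these data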;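 also: 0% = DMSO wells with enzyme and 100% = wells lacking Arfgap1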
Target sequence (Q62848 1-136 limits assumed): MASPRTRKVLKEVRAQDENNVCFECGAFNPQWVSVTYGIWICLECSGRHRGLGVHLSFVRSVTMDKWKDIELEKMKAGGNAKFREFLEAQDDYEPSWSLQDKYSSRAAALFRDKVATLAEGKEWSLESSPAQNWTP
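system = rat Arfgap1 catalytic domain, aa 1-136 | technique = FP, GDP Alexa 633 tracer displaced from anti-GDP antibody, 620/688 nm | compound = one concentration, 16.5 µM, DMSO 1.26% | medium = HEPES-based buffer, pH 7.5 | timing = compound-enzyme preincubation 20 min, reaction 120 min, detection 60 min, 25 °C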
DDE Tn7 FP inh: inhibitors of Tn7 peptide binding to human fibrin DD(E); P02675; FP displacement of FITC-Tn7 peptide from fibrin DD(E); 0% = median of compound wells per plate; inhibition, % at 8.3 µM; 370,000 tested, 0.13% active;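 active = inhibition above the mean of compounds falling within the control limits plus 3 SD of them, cut at about 14% in these data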;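 also: 0% = plate median of compound wells and 100% = 10 µM Aha-Tn7 peptide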
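Measure: % inhibition scaled between sample-field median and high-control FP; Test system: human fibrin DD(E); Quantity: 2 µM final DD(E) protein; Doses: one dose, 8.3 µM nominal; Schedule: compound with protein 10 min, then 3 h after probe, room temperature; Detection: fluorescence polarization; Medium: Tris buffer with calcium and detergent, pH 7.8.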
PLC-beta3 inh: blocks human PLC-beta3 enzyme activity; Q01970; Purified PLC-beta3, fluorogenic substrate, fluorescence; inhibition, % at 12.2 µM; 370,000 tested, 0.18% active; AID 720704; in the data active = inhibition above about 11%;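 also: 0% = median of compound wells on plate and 100% = full blocker control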
SIAE inh: blocks human sialic acid acetylesterase. inhibition, % at 9.66 µM. 370,000 tested, 0.69% active. AID 1053197. SIAE FP-Rh probe binding, fluorescence polarization. Q9HAT2;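 active = inhibition above a cutoff: mean of compounds within the control limits plus 3 SD of those, cut at about 17% in these data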;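 also: 0% = plate median of compound wells and 100% = probe without SIAE protein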
PLC-gamma1 inh: inhibitors of human phospholipase C gamma1; 370,000 tested, 0.84% active; P19174; inhibition, % at 12.2 µM; purified PLC-gamma1, fluorogenic substrate, fluorescence; in the data active = inhibition above about 9.5%
Tn6 DDE FP: inhibitors of Tn6 peptide binding to human fibrin DD(E); P02675; Fibrin DD(E) TRITC-Tn6 fluorescence polarization displacement; inhibition, % at 8.3 µM; 370,000 tested, 0.21% active;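 active = inhibition above a per-campaign cutoff: mean of compounds within control limits plus 3 SD, cut at about 15% in these data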;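 also: 0% = median of all compound wells on the plate and 100% = blocking peptide control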
ADAM10 inh: inhibits human ADAM10 | O14672 | recombinant ADAM10, EDANS/DABCYL FRET peptide cleavage, 3 h | inhibition, % at 7 µM | 370,000 tested, 0.62% active | AID 720582;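 active = inhibition above a per-campaign cutoff equal to the mean of compounds falling between control-based bounds plus 3 SD, cut at about 20% in these data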;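 also: 0% = DMSO wells while the 100% control is not disclosed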
TDP2 absorb: blocks human TDP2 phosphodiesterase activity | 370,000 tested, 0.34% active | recombinant TDP2, T5PNP hydrolysis, p-nitrophenol absorbance 415 nm | O95551 | inhibition, % at 12.8 µM;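 active = inhibition above the mean of all tested compounds plus 3 SD, set per campaign, cut at about 25% in these data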;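 also: 0% = DMSO with enzyme and 100% = buffer with substrate but no TDP2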
Target sequence (O95551 whole entry, looked up): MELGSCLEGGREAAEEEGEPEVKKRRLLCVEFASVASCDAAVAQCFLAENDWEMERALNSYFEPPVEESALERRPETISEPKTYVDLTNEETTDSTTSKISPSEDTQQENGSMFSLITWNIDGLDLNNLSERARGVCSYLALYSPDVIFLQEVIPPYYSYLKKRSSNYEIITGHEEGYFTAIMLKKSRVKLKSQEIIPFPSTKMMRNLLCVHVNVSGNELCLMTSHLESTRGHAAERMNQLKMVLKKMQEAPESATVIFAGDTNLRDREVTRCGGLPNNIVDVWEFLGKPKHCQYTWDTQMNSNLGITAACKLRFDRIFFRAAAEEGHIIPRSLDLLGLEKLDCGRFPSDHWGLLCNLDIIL
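Evaluation: % inhibition relative to enzyme-containing and enzyme-free wells. Material: recombinant human TDP2. Benchmarks: enzyme-free and DMSO wells. Timing: enzyme reaction with compound for 2 h at 37 °C. Compound dosing: 12.8 µM only. Measured by: p-Nitrophenol epi absorbance. Reagent: T5PNP substrate at 5 mM, a TopII-DNA adduct mimic. Replication: single well per compound.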
ASAP1 inh: ASAP1 ArfGAP inhibition; inhibition, % at 16.5 µM; 360,000 tested, 0.19% active; ASAP1-stimulated ARF1 GTP hydrolysis, GDP FP detection; Q9ULH1; in the data active = inhibition above about 25%;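 also: 0% = vehicle with enzyme and substrate and 100% = no enzyme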
Target sequence (Q9ULH1 325-724 limits assumed): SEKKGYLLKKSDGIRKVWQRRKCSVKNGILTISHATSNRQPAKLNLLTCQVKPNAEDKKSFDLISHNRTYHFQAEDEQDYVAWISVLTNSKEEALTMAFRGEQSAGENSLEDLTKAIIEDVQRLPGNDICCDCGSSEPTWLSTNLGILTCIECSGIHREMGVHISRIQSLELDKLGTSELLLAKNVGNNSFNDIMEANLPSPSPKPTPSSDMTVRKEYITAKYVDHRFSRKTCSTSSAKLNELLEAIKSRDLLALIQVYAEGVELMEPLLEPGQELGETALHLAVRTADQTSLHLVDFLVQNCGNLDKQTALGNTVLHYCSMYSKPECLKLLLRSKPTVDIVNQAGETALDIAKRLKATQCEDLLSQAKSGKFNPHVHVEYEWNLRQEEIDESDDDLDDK
* marks the source's active call; other numbers are inactive results.

Screening CC(=O)c1c(C)[nH]c(C(=O)CSc2nnc(-c3ccccc3)o2)c1C returned ADAM17 inh -3, ARFGAP1 inh 1, DDE Tn7 FP inh 9, PLC-beta3 inh 2, SIAE inh -3, PLC-gamma1 inh 0, Tn6 DDE FP 5, ADAM10 inh 3, TDP2 absorb 13 and ASAP1 inh 1.
`COC(=O)C(NNc1ccccc1)(NC(=O)c1cccc(F)c1)C(F)(F)F` (stereo not drawn) gave ADAM17 inh -7, ARFGAP1 inh -1, DDE Tn7 FP inh -2, PLC-beta3 inh -2, SIAE inh 2, PLC-gamma1 inh -4, Tn6 DDE FP -1, ADAM10 inh -20, TDP2 absorb 2 and ASAP1 inh 5.
For Cc1ccc(NC(=O)CSc2nc(-c3ccco3)nc3cc(=O)[nH]n23)c(Cl)c1 the results were ADAM17 inh -4, ARFGAP1 inh 2, DDE Tn7 FP inh -7, PLC-beta3 inh -109, SIAE inh -2, PLC-gamma1 inh -2, Tn6 DDE FP -3, ADAM10 inh -6, TDP2 absorb 19 and ASAP1 inh 11.
For Cc1c(NC(=O)C2CCCN2S(=O)(=O)c2ccccc2)c(=O)n(-c2ccccc2)n1C (stereo not drawn) the results were ADAM17 inh 7, ARFGAP1 inh -14, DDE Tn7 FP inh 3, PLC-beta3 inh 13*, SIAE inh 3, PLC-gamma1 inh 5, Tn6 DDE FP 4, ADAM10 inh 8, TDP2 absorb -10 and ASAP1 inh -13.
For N#C/C(=C\c1cccnc1)C(=O)Nc1ccc(SC(F)F)cc1 the results were ADAM17 inh 2, ARFGAP1 inh 2, DDE Tn7 FP inh -1, PLC-beta3 inh -4, SIAE inh 3, PLC-gamma1 inh 1, Tn6 DDE FP 1, ADAM10 inh 9, TDP2 absorb 4 and ASAP1 inh 5.
`CC1CN(C(=O)COC(=O)Cc2ccc(Cl)cc2)CC(C)O1` (stereo not drawn) gave ADAM17 inh 0, ARFGAP1 inh 2, DDE Tn7 FP inh -3, PLC-beta3 inh -1, SIAE inh -2, PLC-gamma1 inh 7, Tn6 DDE FP -1, ADAM10 inh -1, TDP2 absorb 10 and ASAP1 inh -14.
Screening Cc1ccc(S(=O)(=O)NCC(=O)N(CC(=O)NCc2ccco2)C2CCCC2)cc1 returned ADAM17 inh -2, ARFGAP1 inh 3, DDE Tn7 FP inh -1, PLC-beta3 inh -4, SIAE inh -4, PLC-gamma1 inh -1, Tn6 DDE FP 6, ADAM10 inh -7, TDP2 absorb 16 and ASAP1 inh 7.
Screening CC(=O)Nc1ccc2c(O)cc(S(=O)(=O)O)cc2c1 returned ADAM17 inh -7, ARFGAP1 inh -6, DDE Tn7 FP inh -9, PLC-beta3 inh -8, SIAE inh 11, PLC-gamma1 inh -1, Tn6 DDE FP -4, ADAM10 inh -13, TDP2 absorb 5 and ASAP1 inh -12.
`COc1ccc(C(=O)OCC(=O)N2CCN(S(=O)(=O)c3ccc(C)cc3)CC2)cc1[N+](=O)[O-]` gave ADAM17 inh -3, ARFGAP1 inh 4, DDE Tn7 FP inh 2, PLC-beta3 inh -6, SIAE inh -2, PLC-gamma1 inh -3, Tn6 DDE FP 7, ADAM10 inh -11, TDP2 absorb -13 and ASAP1 inh -1.
For CCN(CC)C(=O)[C@H]1C[C@@H]2[C@H](C[C@@H](c3ccccc3)[C@H]1C)N(c1ccc(F)cc1)C(=O)N2CCCOc1ccccc1 the results were ADAM17 inh 6, ARFGAP1 inh 4, DDE Tn7 FP inh -7, PLC-beta3 inh -6, SIAE inh -4, PLC-gamma1 inh 0, Tn6 DDE FP 8, ADAM10 inh 3, TDP2 absorb -6 and ASAP1 inh -16.
For Cc1ccc(C(c2c(C)n(C)n(-c3ccccc3)c2=O)c2c(C)n(C)n(-c3ccccc3)c2=O)s1 the results were ADAM17 inh -5, ARFGAP1 inh 15, DDE Tn7 FP inh 2, PLC-beta3 inh -17, SIAE inh 5, PLC-gamma1 inh -12, Tn6 DDE FP -7, ADAM10 inh 2, TDP2 absorb -8 and ASAP1 inh -6.
For O=C(CN1C(=O)NC2(CCc3ccccc3C2)C1=O)Nc1ccc(F)cc1 (stereo not drawn) the results were ADAM17 inh 0, ARFGAP1 inh -15, DDE Tn7 FP inh 4, PLC-beta3 inh -2, SIAE inh 5, PLC-gamma1 inh -2, Tn6 DDE FP 11, ADAM10 inh 0, TDP2 absorb 0 and ASAP1 inh -16.
Screening CCn1c(C)nc2cc(C(=O)NNC(=S)Nc3ccc(Cl)cc3)ccc21 returned ADAM17 inh -4, ARFGAP1 inh 1, DDE Tn7 FP inh -7, PLC-beta3 inh -15, SIAE inh 1, PLC-gamma1 inh -8, Tn6 DDE FP 0, ADAM10 inh -15, TDP2 absorb -1 and ASAP1 inh 11.
Screening CC1=CS(=O)(=O)CC1Sc1nc2ccccc2[nH]1 (stereo not drawn) returned ADAM17 inh -3, ARFGAP1 inh -7, DDE Tn7 FP inh -4, PLC-beta3 inh 2, SIAE inh -2, PLC-gamma1 inh 0, Tn6 DDE FP 0, ADAM10 inh -5, TDP2 absorb 4 and ASAP1 inh 5.
`COc1ccc(C(=O)NC2CCSc3ccccc32)cc1` (stereo not drawn) gave ADAM17 inh 4, ARFGAP1 inh -2, DDE Tn7 FP inh -6, PLC-beta3 inh -6, SIAE inh 2, PLC-gamma1 inh 2, Tn6 DDE FP -3, ADAM10 inh 3, TDP2 absorb -2 and ASAP1 inh 5.
`Cc1cc(C)nc(SCC(=O)N/N=C/c2cccs2)n1` gave ADAM17 inh -2, ARFGAP1 inh 2, DDE Tn7 FP inh 7, PLC-beta3 inh 2, SIAE inh 15, PLC-gamma1 inh -3, Tn6 DDE FP -4, ADAM10 inh 4, TDP2 absorb -6 and ASAP1 inh 2.
O=C(COC(=O)c1ccc(Cl)c(Cl)c1)NC1CCCC1 was read as ADAM17 inh -3, ARFGAP1 inh -13, DDE Tn7 FP inh 4, PLC-beta3 inh -6, SIAE inh -8, PLC-gamma1 inh -2, Tn6 DDE FP 2, ADAM10 inh -9, TDP2 absorb 6 and ASAP1 inh -10.
CCOC(=O)c1c(C)n(OCc2ccccc2)c2ccc3nonc3c12 was read as ADAM17 inh -17, ARFGAP1 inh -9, DDE Tn7 FP inh 0, PLC-beta3 inh -151, SIAE inh -12, PLC-gamma1 inh -145, Tn6 DDE FP 4, ADAM10 inh -51, TDP2 absorb 2 and ASAP1 inh -1.
`COc1ccc(CNC(=O)C(c2ccncc2)N(C(=O)Cc2cccs2)c2cccc(C)c2)cc1` (stereo not drawn) gave ADAM17 inh -4, ARFGAP1 inh 8, DDE Tn7 FP inh -4, PLC-beta3 inh -2, SIAE inh -6, PLC-gamma1 inh -1, Tn6 DDE FP 4, ADAM10 inh -6, TDP2 absorb 8 and ASAP1 inh -15.
Screening CCc1ncc(C(=O)c2ccc(OC)cc2)n1C returned ADAM17 inh -4, ARFGAP1 inh 9, DDE Tn7 FP inh 5, PLC-beta3 inh 1, SIAE inh -4, PLC-gamma1 inh 3, Tn6 DDE FP -7, ADAM10 inh 1, TDP2 absorb -27 and ASAP1 inh -4.

Continued; it opens with the 2 that closed the last part.
`COc1ccc(CNC(=O)C(c2ccncc2)N(C(=O)Cc2cccs2)c2cccc(C)c2)cc1` (stereo not drawn) gave ADAM17 inh -4, ARFGAP1 inh 8, DDE Tn7 FP inh -4, PLC-beta3 inh -2, SIAE inh -6, PLC-gamma1 inh -1, Tn6 DDE FP 4, ADAM10 inh -6, TDP2 absorb 8 and ASAP1 inh -15.
Screening CCc1ncc(C(=O)c2ccc(OC)cc2)n1C returned ADAM17 inh -4, ARFGAP1 inh 9, DDE Tn7 FP inh 5, PLC-beta3 inh 1, SIAE inh -4, PLC-gamma1 inh 3, Tn6 DDE FP -7, ADAM10 inh 1, TDP2 absorb -27 and ASAP1 inh -4.
Screening COc1ccc(Br)cc1CN1CCCCCC1 returned ADAM17 inh -6, ARFGAP1 inh 1, DDE Tn7 FP inh 7, PLC-beta3 inh -2, SIAE inh 3, PLC-gamma1 inh 0, Tn6 DDE FP 9, ADAM10 inh -13, TDP2 absorb 6 and ASAP1 inh 11.
`CCCC1CCC2(CC1)CCC2OC(=S)Nc1ccc(Cl)cc1` (stereo not drawn) gave ADAM17 inh -1, DDE Tn7 FP inh 1, PLC-beta3 inh 3, SIAE inh 4, PLC-gamma1 inh 0, Tn6 DDE FP 1, ADAM10 inh 3 and TDP2 absorb 2.
Screening COc1ccc(OC)c(C(O)CNC(=O)CN)c1 (stereo not drawn) returned ADAM17 inh -6, ARFGAP1 inh 3, DDE Tn7 FP inh -6, PLC-beta3 inh 1, SIAE inh -3, PLC-gamma1 inh 0, Tn6 DDE FP 7, ADAM10 inh 4, TDP2 absorb 1 and ASAP1 inh 1.
CC(C)CN(C(=O)CSc1nnnn1C)C1CCS(=O)(=O)C1 (stereo not drawn) was read as ADAM17 inh 0, ARFGAP1 inh -15, DDE Tn7 FP inh 3, PLC-beta3 inh 2, SIAE inh -2, PLC-gamma1 inh 5, Tn6 DDE FP 1, ADAM10 inh -1, TDP2 absorb 5 and ASAP1 inh 5.
CCC(C(=O)Nc1ccncc1)c1ccccc1 (stereo not drawn) was read as ADAM17 inh -4, ARFGAP1 inh -7, DDE Tn7 FP inh -4, PLC-beta3 inh 0, SIAE inh 4, PLC-gamma1 inh -4, Tn6 DDE FP 2, ADAM10 inh -9, TDP2 absorb -8 and ASAP1 inh -1.
Screening COC(=O)c1[nH]c2ccc(Cl)cc2c1NC(=O)CCN1CCN(C2CCCCC2)CC1 returned ADAM17 inh -22, ARFGAP1 inh -2, DDE Tn7 FP inh 2, PLC-beta3 inh -25, SIAE inh 9, PLC-gamma1 inh -23, Tn6 DDE FP -9, ADAM10 inh -84, TDP2 absorb 1 and ASAP1 inh 5.
Screening C#CCNC(=O)C1=C[C@@H](C2CCCCC2)[C@H](CCCO)[C@@H](OCC)O1 returned ADAM17 inh -4, ARFGAP1 inh -16, DDE Tn7 FP inh 2, PLC-beta3 inh 2, SIAE inh -2, PLC-gamma1 inh 2, Tn6 DDE FP -2, ADAM10 inh 9, TDP2 absorb 2 and ASAP1 inh -2.
`Nc1ccccc1C(=O)NNC(=O)C(=O)/C=C(\O)c1ccccc1` gave ADAM17 inh -40, ARFGAP1 inh -3, DDE Tn7 FP inh 0, PLC-beta3 inh -139, SIAE inh -34, PLC-gamma1 inh -94, Tn6 DDE FP -4, ADAM10 inh -54, TDP2 absorb -11 and ASAP1 inh 7.
